# Source: PubChem BioAssay (Broad Institute)
# Mtb BioA inh = M. tuberculosis BioA enzyme inhibitors, primary screen, biochemical, plate reader, single point, HTS; 360,000 tested, 0.096% active; AID 602481, 2012; inhibition, % at 9.99 µM; 7,8-diaminopelargonic acid synthase BioA (Mycobacterium tuberculosis); purified M. tuberculosis BioA enzyme; in the data active = inhibition above about 40%
# Active calls of the source: *.
SMILES,Mtb BioA inh
Cc1noc(C)c1NC(=O)N(C)C[C@H]1Oc2c(NS(C)(=O)=O)cccc2C(=O)N([C@@H](C)CO)C[C@H]1C,-6.1
CO[C@@H]1CN(C)C(=O)c2ccc(NC(=O)C3CCC3)cc2OC[C@@H](C)N(Cc2ccncc2)C[C@@H]1C,-2.5
C[C@@H]1CCCCO[C@@H](CN(C)S(=O)(=O)c2cn(C)cn2)[C@H](C)CN([C@@H](C)CO)C(=O)c2cc(NC(=O)c3ccncc3)ccc2O1,-1.0
CN1CCN(C(=O)C[C@@H]2CC[C@@H]3[C@H](COc4ccc(NC(=O)C5CCOCC5)cc4C(=O)N3C)O2)CC1,-1.8
Cc1ccccc1CN(C)C[C@@H]1OCc2cn(nn2)CCCC(=O)N([C@H](C)CO)C[C@H]1C,-3.9
C[C@@H]1CN([C@@H](C)CO)C(=O)c2cc(NS(=O)(=O)c3ccccc3)ccc2O[C@@H](C)CCCCO[C@H]1CN(C)Cc1ccc(C(=O)O)cc1,13
C[C@@H]1CN([C@H](C)CO)C(=O)c2cc(NS(=O)(=O)c3cn(C)cn3)ccc2O[C@H]1CN(C)C(=O)Nc1ccc2c(c1)OCO2,-0.8
COc1ccccc1C#Cc1ccc([C@@H]2[C@H](CO)N3CCCCN(C(=O)C4CCCC4)C[C@@H]23)cc1,-0.8
C/C=C/c1ccc2c(c1)O[C@@H](CN(C)C(=O)Cc1ccncc1)[C@@H](C)CN([C@H](C)CO)S2(=O)=O,23
C[C@H](CO)N1C[C@H](C)[C@@H](CN(C)CC2CCCCC2)OCCCC[C@H](C)Oc2ccc(NS(=O)(=O)c3ccc(Cl)cc3)cc2C1=O,5.1
OC[C@@H]1[C@@H](c2ccc(-c3cccnc3)cc2)[C@H]2CN(CC3CC3)CCCCN12,-0.9
CN1[C@@H]2c3ccc(-c4cccc(F)c4)c(=O)n3C[C@H]1[C@H](CO)[C@H]2C(=O)Nc1nccs1,-1.4
O=C(c1cccc(F)c1)N1C[C@H]2[C@@H](c3ccccc31)[C@H](CO)N2C(=O)c1ccccn1,-1.5
C[C@@H]1CN([C@@H](C)CO)C(=O)c2cccc(NS(=O)(=O)c3cn(C)cn3)c2O[C@H]1CN(C)Cc1ccc(C(F)(F)F)cc1,-2.0
CO[C@@H]1CN(C)C(=O)c2ccc(NC(=O)C3CCOCC3)cc2OC[C@@H](C)N(S(=O)(=O)c2ccc(C)cc2)C[C@H]1C,1.1
C[C@H](CO)N1C[C@H](C)[C@H](CN(C)C(=O)Nc2cccc3ccccc23)Oc2ccc(NS(=O)(=O)c3cccs3)cc2C1=O,-1.3
O=C(C[C@@H]1C[C@H]2c3cc(NC(=O)CC4CC4)ccc3O[C@H]2[C@@H](CO)O1)NCCN1CCCCC1,-1.8
CO[C@H](CN(C)Cc1nccs1)[C@H](C)CN([C@@H](C)CO)S(=O)(=O)c1ccc(F)cc1,4.8
Cn1cnc(S(=O)(=O)N[C@H]2C=C[C@@H](CC(=O)N3CCN(c4ccccc4)CC3)O[C@@H]2CO)c1,-2.6
COCCNC(=O)[C@@H]1[C@@H](CO)[C@@H]2Cn3c(ccc(-c4ccccc4)c3=O)[C@H]1N2C(=O)NC(C)C,-0.9
C[C@@H]1CN([C@H](C)CO)C(=O)c2cc(NC(=O)c3ccccc3)ccc2O[C@@H](C)CCCCO[C@@H]1CN(C)C(=O)CCCN(C)C,-3.1
COc1ccc(CN(C)C[C@H]2Oc3ccc(NS(=O)(=O)c4cn(C)cn4)cc3CC(=O)N([C@H](C)CO)C[C@H]2C)cc1,1.9
C[C@H]1CN([C@@H](C)CO)S(=O)(=O)c2ccc(-c3ccncc3)cc2O[C@@H]1CN(C)S(=O)(=O)c1ccccc1F,19
CS(=O)(=O)Nc1ccc2c(c1)[C@H]1C[C@H](CC(=O)NCCc3ccccc3)O[C@@H](CO)[C@H]1O2,-2.5
C[C@@H]1CCCCO[C@@H](CN(C)Cc2ccc3c(c2)OCO3)[C@H](C)CN([C@@H](C)CO)C(=O)c2cc(NC(=O)Nc3ccccc3)ccc2O1,-3.1
CO[C@@H]1CN(C)C(=O)c2cc(NC(=O)C3CCC3)ccc2OC[C@H](C)N(Cc2ccc(F)cc2)C[C@H]1C,0.5
C/C=C/c1ccc([C@@H]2[C@@H](CO)N3CCCCN(C(=O)Cc4ccncc4)C[C@H]23)cc1,1.5
COCC(=O)N1C[C@@H](C)[C@@H](OC)CN(C)C(=O)c2cc(NC(=O)c3cc(C)on3)ccc2OC[C@H]1C,-2.2
O=C(NC1Cc2ccccc2C1)[C@H]1[C@H](CO)[C@H]2Cn3c(ccc(C4=CCCCC4)c3=O)[C@@H]1N2,-1.5
C[C@H](CO)N1C[C@H](C)[C@H](CN(C)S(=O)(=O)c2ccc(Cl)cc2)OCCCC[C@H](C)Oc2ccc(NC(=O)Nc3ccc(C(F)(F)F)cc3)cc2C1=O,4.0
C[C@@H]1CCCCO[C@@H](CN(C)C(=O)Nc2cccc3ccccc23)[C@@H](C)CN([C@H](C)CO)C(=O)c2cc(NC(=O)c3ccncc3)ccc2O1,0.2
C[C@@H]1CN([C@@H](C)CO)C(=O)c2cc(NC(=O)Nc3ccc4c(c3)OCO4)ccc2O[C@@H](C)CCCCO[C@@H]1CN(C)Cc1ccncc1,1.4
C[C@H](CO)N1C[C@H](C)[C@@H](CN(C)Cc2ccc3c(c2)OCO3)Oc2ccc(NC(=O)NC3CCCCC3)cc2C1=O,-1.5
C[C@H]1CN([C@@H](C)CO)C(=O)c2cccc(NC(=O)NC3CCCCC3)c2O[C@H]1CN(C)S(=O)(=O)c1cccs1,0.6
C[C@@H]1CN([C@H](C)CO)C(=O)c2cccc(NS(=O)(=O)c3cn(C)cn3)c2O[C@@H]1CN(C)C(=O)Nc1ccccc1,-0.5
CCC(=O)N1[C@H](C(=O)NC2CCCCC2)[C@@H](CO)[C@@H]2Cn3c(cccc3=O)[C@@H]21,-1.3
COc1cccc(S(=O)(=O)N[C@H]2CC[C@H](CC(=O)NCc3ccncc3)O[C@@H]2CO)c1,-1.9
COCC#Cc1ccc([C@H]2[C@@H](CO)N3CCCCN(Cc4ccncc4)C[C@H]23)cc1,-3.6
C[C@H](CO)N1C[C@H](C)[C@@H](CN(C)C(=O)c2cccc(F)c2)Oc2ncc(-c3ccccc3)cc2C1=O,-0.9
CO[C@H]1CN(C)C(=O)c2ccc(NC(=O)C3CCC3)cc2OC[C@H](C)N(Cc2nccs2)C[C@@H]1C,5.3
C[C@H]1CN([C@@H](C)CO)C(=O)c2ccccc2-c2ccccc2CO[C@H]1CN(C)Cc1ccc(F)cc1,2.4
Cc1ccc(S(=O)(=O)Nc2ccc3c(c2)C(=O)N([C@@H](C)CO)C[C@H](C)[C@@H](CN(C)Cc2ccc4c(c2)OCO4)OCCCC[C@@H](C)O3)cc1,2.8
C[C@H](CO)N1C[C@H](C)[C@H](CN(C)Cc2ccc3c(c2)OCCO3)OCc2cn(nn2)CCCC1=O,-0.7
OC[C@H]1[C@@H](c2ccc(C#Cc3cccnc3)cc2)[C@H]2CN(Cc3ccccc3F)CCCCN21,-4.5
COc1ccc(NC(=O)N(C)C[C@H]2Oc3ccc(NC(=O)Cc4cn(C)c5ccccc45)cc3C(=O)N([C@@H](C)CO)C[C@@H]2C)cc1,0.6
COc1ccc(S(=O)(=O)N(C)C[C@H]2Oc3c(NC(=O)C4CCCCC4)cccc3C(=O)N([C@@H](C)CO)C[C@H]2C)cc1,-0.7
COCC#Cc1cnc2c(c1)C(=O)N([C@H](C)CO)C[C@@H](C)[C@@H](CN(C)C(=O)C1CCCCC1)O2,-1.4
COc1ccccc1S(=O)(=O)N1CC[C@@H]2[C@H](CO)Nc3ccc(-c4cccc(C#N)c4)cc3[C@@H]21,48*
COCC(=O)Nc1ccc2c(c1)OC[C@H](C)N(C(C)=O)C[C@@H](C)[C@H](OC)CN(C)C2=O,-2.1
Cc1ccccc1-c1ccc2c(c1)O[C@H](CN(C)C)[C@@H](C)CN([C@@H](C)CO)S2(=O)=O,1.9

# (cont.)
SMILES,Mtb BioA inh
O=C(CC(F)(F)F)N1C[C@H]2[C@@H](c3ccccc31)[C@H](CO)N2C(=O)C1CC1,-1.6
C[C@H](CO)N1C[C@H](C)[C@H](CN(C)C(=O)Nc2ccccc2)Oc2c(NC(=O)Nc3ccc(F)cc3)cccc2C1=O,2.9
Cc1noc(C)c1S(=O)(=O)Nc1ccc2c(c1)C(=O)N([C@H](C)CO)C[C@H](C)[C@H](CN(C)C(=O)Nc1ccc3c(c1)OCO3)OCCCC[C@@H](C)O2,3.1
Cc1noc(C)c1S(=O)(=O)Nc1ccc2c(c1)C(=O)N([C@@H](C)CO)C[C@@H](C)[C@@H](CN(C)S(C)(=O)=O)O2,-0.1
CCCNC(=O)N(C)C[C@@H]1Oc2cc(C#CC3CC3)ccc2S(=O)(=O)N([C@@H](C)CO)C[C@@H]1C,-1.4
COc1ccc(S(=O)(=O)N2C[C@H](O)COC[C@H]3O[C@@H](CC(=O)NCCN4CCCCC4)CC[C@@H]32)cc1,-1.8
C[C@H](CO)N1C[C@H](C)[C@@H](CN(C)C(=O)Nc2ccccc2F)Oc2cc(-c3ccc(F)cc3)ccc2S1(=O)=O,-5.0
C[C@H](CO)N1C[C@H](C)[C@H](CN(C)C(=O)Nc2ccccc2)Oc2ncc(C#Cc3ccc(C(F)(F)F)cc3)cc2C1=O,-3.9
C[C@@H]1CN([C@@H](C)CO)C(=O)c2cc(C3=CCCCC3)cnc2O[C@H]1CN(C)C(=O)NC1CCCC1,-3.0
C[C@H](CO)N1C[C@H](C)[C@@H](CN(C)CC2CCCCC2)Oc2ccc(NC(=O)Nc3cccc4ccccc34)cc2CC1=O,0.4
O=C(C[C@H]1CC[C@@H]2[C@H](COC[C@H](O)CN2Cc2ccc(Oc3ccccc3)cc2)O1)N1CCOCC1,-2.6
C[C@@H]1CN([C@@H](C)CO)C(=O)c2cc(-c3ccccc3F)cnc2O[C@@H]1CN(C)C(=O)c1ccccn1,0.0
CO[C@H]1CC[C@H]2CCOc3c(C#N)cccc3C(=O)N(C)CC3(CCCCC3)CC(=O)N(C)C[C@@H]1O2,1.0
CCCC(=O)Nc1ccc2c(c1)C(=O)N(C)C[C@H](OC)[C@H](C)CN(CCC)[C@H](C)CO2,-0.9
O=C(NCC[C@@H]1CC[C@@H](NC(=O)c2cnccn2)[C@H](CO)O1)Nc1ccc(F)cc1,6.7
O=C(NCC[C@H]1CC[C@H](NC(=O)c2cccnc2)[C@@H](CO)O1)Nc1ccc(Cl)cc1,-0.1
COc1ccc(S(=O)(=O)Nc2ccc3c(c2)C(=O)N([C@@H](C)CO)C[C@@H](C)[C@@H](CN(C)S(=O)(=O)c2c(C)noc2C)OCCCC[C@@H](C)O3)cc1,-0.4
Cn1cnc(S(=O)(=O)N[C@@H]2C=C[C@@H](CC(=O)NCC3CC3)O[C@@H]2CO)c1,-1.3
COc1cccc(C(=O)N2C[C@H]3[C@@H](c4ccccc42)[C@@H](CO)N3C(=O)c2ccccc2)c1,-1.8
CCCC#Cc1cnc2c(c1)C(=O)N([C@H](C)CO)C[C@@H](C)[C@H](CN(C)Cc1ccccc1F)O2,5.9

# 3 entries already listed, ordered by length of the SMILES, high to low:
SMILES,Mtb BioA inh
C[C@H](CO)N1C[C@H](C)[C@H](CN(C)C(=O)Nc2cccc3ccccc23)Oc2ccc(NS(=O)(=O)c3cccs3)cc2C1=O,-1.3
C[C@H](CO)N1C[C@H](C)[C@@H](CN(C)C(=O)c2cccc(F)c2)Oc2ncc(-c3ccccc3)cc2C1=O,-0.9
O=C(C[C@H]1CC[C@@H]2[C@H](COC[C@H](O)CN2Cc2ccc(Oc3ccccc3)cc2)O1)N1CCOCC1,-2.6

# Five records drawn at random from the list so far, as already listed:
SMILES,Mtb BioA inh
C[C@@H]1CN([C@@H](C)CO)C(=O)c2cc(-c3ccccc3F)cnc2O[C@@H]1CN(C)C(=O)c1ccccn1,0.0
Cn1cnc(S(=O)(=O)N[C@@H]2C=C[C@@H](CC(=O)NCC3CC3)O[C@@H]2CO)c1,-1.3
O=C(C[C@H]1CC[C@@H]2[C@H](COC[C@H](O)CN2Cc2ccc(Oc3ccccc3)cc2)O1)N1CCOCC1,-2.6
CO[C@H]1CC[C@H]2CCOc3c(C#N)cccc3C(=O)N(C)CC3(CCCCC3)CC(=O)N(C)C[C@@H]1O2,1.0
O=C(NCC[C@@H]1CC[C@@H](NC(=O)c2cnccn2)[C@H](CO)O1)Nc1ccc(F)cc1,6.7

# Continued.
SMILES,Mtb BioA inh
COc1ccc(CN(C)C[C@H]2Oc3c(NC(=O)Nc4ccc(C(F)(F)F)cc4)cccc3C(=O)N([C@@H](C)CO)C[C@H]2C)cc1,0.6
C[C@@H]1CCCCO[C@H](CN(C)C(=O)Nc2ccc3c(c2)OCO3)[C@H](C)CN([C@@H](C)CO)C(=O)c2cc(NS(=O)(=O)c3cn(C)cn3)ccc2O1,-1.6
NC(=O)NCC#Cc1ccc2c(c1)[C@]1(C(=O)N2)[C@H](C(=O)O)[C@H]2C(=O)O[C@H](c3ccccc3)[C@H](c3ccccc3)N2[C@@H]1c1ccc(OCCO)cc1,1.2
OC[C@@H]1[C@H](c2ccc(C#Cc3ccccc3F)cc2)[C@@H]2CN(Cc3cncnc3)CCCCN12,3.3
O=C(CCN1CCCCC1)NCC[C@H]1CC[C@@H](NS(=O)(=O)c2cccc(F)c2)[C@@H](CO)O1,-3.1
C[C@H]1CN([C@@H](C)CO)C(=O)c2cccc(NC(=O)c3ccncc3)c2O[C@@H]1CN(C)C(=O)Nc1ccc(C(F)(F)F)cc1,-0.9
COCC#Cc1ccc2c(c1)O[C@@H](CN(C)C(=O)C1CCCCC1)[C@H](C)CN([C@H](C)CO)S2(=O)=O,2.2
C[C@@H]1CN([C@@H](C)CO)C(=O)c2cc(NC(=O)Nc3ccc(C(F)(F)F)cc3)ccc2O[C@@H](C)CCCCO[C@H]1CN(C)Cc1ccc2c(c1)OCO2,-3.6
COc1ccccc1-c1ccc2n(c1=O)C[C@@H]1[C@@H](CO)[C@H](C(=O)N3CCOCC3)[C@H]2N1CC1CC1,0.6

# Only part of the results is shown; count on the stated rates, not on these rows.
